SENP8 block-1 = SENP8 protease inhibition; actives 1.2% (n = 330,000); purified SENP8, Z-RLRGG-aminoluciferin cleavage, luminescence; AID 2540; inhibition, % at 10 µM; in the data active = inhibition above about 50%
SENP6 inh = inhibitors of human SENP6 protease. Recombinant SENP6 catalytic domain, aminoluciferin luminescence. actives 1.8% (n = 330,000). inhibition, % at 10 µM. Q9GZR1. AID 2599;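 active = inhibition above about 50% at the single tested dose, limit read from the data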;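 also: plate controls were DMSO wells with enzyme for no effect and DMSO wells lacking enzyme for full effect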
Target sequence (Q9GZR1 628-1112 limits assumed): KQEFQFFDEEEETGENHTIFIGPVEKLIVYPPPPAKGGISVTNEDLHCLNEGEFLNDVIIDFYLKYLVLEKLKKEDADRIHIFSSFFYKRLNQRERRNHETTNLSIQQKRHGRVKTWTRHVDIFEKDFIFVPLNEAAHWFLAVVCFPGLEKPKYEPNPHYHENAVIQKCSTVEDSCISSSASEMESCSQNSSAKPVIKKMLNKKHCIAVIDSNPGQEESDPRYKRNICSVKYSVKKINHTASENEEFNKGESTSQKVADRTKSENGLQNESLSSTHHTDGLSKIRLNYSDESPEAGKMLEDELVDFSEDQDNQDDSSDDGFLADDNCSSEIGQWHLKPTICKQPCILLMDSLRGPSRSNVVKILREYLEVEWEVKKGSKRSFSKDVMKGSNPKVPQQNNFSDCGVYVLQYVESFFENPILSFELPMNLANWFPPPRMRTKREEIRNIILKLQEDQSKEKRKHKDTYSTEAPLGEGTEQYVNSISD
NALP3 yeast inh = NALP3 inhibition in yeast. Yeast reconstituted NLRP3/ASC/caspase-1, beta-gal luminescence, 24 h. AID 2825. actives 0.39% (n = 330,000). inhibition, % at 10 µM;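 active = inhibition of 50% or more; inactive = inhibition below 50%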;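 also: plate controls were induced DMSO wells for no effect and uninduced yeast grown without galactose for full effect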
SENP7 block = inhibitors of human SENP7 protease; inhibition, % at 5 µM; Q9BQF6; actives 1.5% (n = 330,000); AID 434973; recombinant SENP7, Z-RLRGG-aminoluciferin luminescence, 40 min;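 active = inhibition above about 50% at the single test dose, limit read from the data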;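 also: plate controls were DMSO with enzyme for no effect and no enzyme buffer wells for full effect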
Target sequence (Q9BQF6 706-1050 limits assumed): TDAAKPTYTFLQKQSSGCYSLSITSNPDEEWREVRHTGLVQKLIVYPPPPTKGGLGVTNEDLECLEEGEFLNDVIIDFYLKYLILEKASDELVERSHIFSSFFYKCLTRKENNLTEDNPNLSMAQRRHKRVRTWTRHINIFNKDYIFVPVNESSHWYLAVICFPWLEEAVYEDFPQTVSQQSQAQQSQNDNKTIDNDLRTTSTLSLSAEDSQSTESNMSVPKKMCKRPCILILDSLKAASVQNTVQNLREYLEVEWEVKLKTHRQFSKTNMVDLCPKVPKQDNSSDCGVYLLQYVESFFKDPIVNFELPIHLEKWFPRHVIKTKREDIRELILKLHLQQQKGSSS
SENP1 FRET inh = inhibitors of human SENP1 SUMO protease catalytic domain; recombinant SENP1 catalytic domain, CyPet-SUMO1-YPet FRET cleavage; actives 0.21% (n = 360,000); AID 624204; inhibition, % at 10 µM;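 active = inhibition at least 30% at 10 µM, raw YFP signal under a set limit, fluorescence ratio 0.5 to 1.5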;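 also: 0% = enzyme with DMSO and 100% = no enzyme wells; some results filed as inactive read as strong as hits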
Target sequence (Q9P0U3 419-644 limits assumed): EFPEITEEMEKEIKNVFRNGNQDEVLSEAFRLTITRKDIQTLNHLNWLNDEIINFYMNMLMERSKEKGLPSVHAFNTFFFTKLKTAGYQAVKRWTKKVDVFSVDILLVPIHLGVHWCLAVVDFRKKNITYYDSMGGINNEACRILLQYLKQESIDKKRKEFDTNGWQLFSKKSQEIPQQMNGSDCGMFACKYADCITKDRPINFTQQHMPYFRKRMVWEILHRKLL
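System: Recombinant human SENP1 catalytic domain, His6-tagged | Incubation: Enzyme reaction for 50 min at room temperature, dark | Medium: Tris pH 8 with BME, BSA, NP40 and catalase | Also added: 25 nM SUMO1 FRET substrate | Compound: 10 µM single point, 0.5% DMSO | Measured by: FRET fluorescence in CFP and YFP emission channels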
HKDC1 inhibitor = HKDC1 (human) hexokinase inhibition; recombinant HKDC1, G6PDH/diaphorase resazurin coupled fluorescence; actives 0.16% (n = 340,000); inhibition, % at 20 µM;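 active = inhibition above about 35% when tested at 20 µM, limit read from the data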;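 also: plate controls were DMSO wells with enzyme for no effect and DMSO wells lacking enzyme for full effect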
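Incubation: 90 min at room temperature in dark / Material: recombinant HKDC1 (HK5) hexokinase enzyme, produced in-house / Quantity: enzyme 5 µg/mL final / Compound: one dose of 20 µM, 1% DMSO / Reagent: glucose and ATP substrates / Buffer or medium: Tris pH 8.0 buffer with MgCl2, Tween-20, BSA, BME / Technique: resorufin fluorescence at 613 nm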
PfG6PD inh = PfG6PD (Plasmodium falciparum) enzyme inhibition; actives 0.78% (n = 350,000); inhibition, % at 20 µM; AID 504690; PfGluPho enzyme, NADPH resazurin-diaphorase fluorescence;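 active = inhibition reaching at least a set limit at 20 µM in the primary screen, cut at about 59% in these data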;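 also: 0% = DMSO wells with substrate and 100% = DMSO wells lacking glucose-6-phosphate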
SENP8 block-2 = inhibitors of human SENP8 protease; inhibition, % at 20 µM; Q96LD8; AID 602440; actives 0.64% (n = 360,000); recombinant SENP8, Nedd8 substrate fluorescence; in the data active = inhibition mostly above about 40%, no sharp cut-off; inactive = mostly below about 27%
Apaf-1 inh = blocks human Apaf-1 apoptosome activity. reconstituted apoptosome caspase-3 activity, DEVD-Rh110 fluorescence. inhibition, % at 20 µM. O14727. actives 0.71% (n = 330,000); active = inhibition of at least 40% at 20 µM;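 also: plate controls were DMSO wells for no effect and DEVD-CHO caspase inhibitor wells for full effect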
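detection = Rh110 fluorescence intensity | test system = biochemical Apaf-1 apoptosome reconstitution | also added = cytochrome c and DEVD-Rh110 substrate | schedule = 30 min plus 50 min, RT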
Numbers without * were called inactive.

`CCN(CC)c1nc(-c2ccccc2)nc2c1sc(=S)n2CC` gave SENP8 block-1 -1, SENP6 inh -3, NALP3 yeast inh 24, SENP7 block -1, SENP1 FRET inh 1, HKDC1 inhibitor 6, PfG6PD inh 1, SENP8 block-2 13 and Apaf-1 inh 5.
`C/C(=N/NC(N)=S)c1cc2ccc(O)cc2oc1=O` gave SENP8 block-1 12, SENP6 inh 43, NALP3 yeast inh -25, SENP7 block -13, SENP1 FRET inh -35, HKDC1 inhibitor 5, PfG6PD inh 16, SENP8 block-2 -457 and Apaf-1 inh -5.
O=C(Nc1ccccc1)NC1CCCCC1 was read as SENP8 block-1 -2, SENP6 inh 9, NALP3 yeast inh 11, SENP7 block -5, SENP1 FRET inh 2, HKDC1 inhibitor -12, PfG6PD inh -7, SENP8 block-2 14 and Apaf-1 inh -4.
O=C(OCCc1cc2ccccc2c(=O)o1)c1cccs1 was read as SENP8 block-1 9, SENP6 inh 27, NALP3 yeast inh 24, SENP7 block 11, SENP1 FRET inh 2, HKDC1 inhibitor -4, PfG6PD inh 18, SENP8 block-2 3 and Apaf-1 inh 4.
`CCOc1ccccc1-n1nnnc1SCC(=O)NC(=O)NCc1ccco1` gave SENP8 block-1 1, SENP6 inh -1, NALP3 yeast inh 8, SENP7 block 2, SENP1 FRET inh -1, HKDC1 inhibitor 0, PfG6PD inh -11, SENP8 block-2 13 and Apaf-1 inh 10.
For COc1ccc(-n2nc(C(=O)NCC(=O)NC3CCCC(C)C3C)c3ccccc3c2=O)cc1 (stereo not given) the results were SENP8 block-1 4, SENP6 inh -7, NALP3 yeast inh 3, SENP7 block -6, SENP1 FRET inh 0, HKDC1 inhibitor 1, PfG6PD inh 0, SENP8 block-2 -217 and Apaf-1 inh 51*.
`Cc1nc(NC(C)(C)CO)c([N+](=O)[O-])cc1[N+](=O)[O-]` gave SENP8 block-1 -1, SENP6 inh 5, NALP3 yeast inh -8, SENP7 block 4, SENP1 FRET inh -4, HKDC1 inhibitor 2, PfG6PD inh -23, SENP8 block-2 11 and Apaf-1 inh -10.
Screening COc1ccc(-n2nnnc2-c2cccc(OC)c2)cc1 returned SENP8 block-1 -10, SENP6 inh 0, NALP3 yeast inh 14, SENP7 block -7, SENP1 FRET inh 1, HKDC1 inhibitor -5, PfG6PD inh 9, SENP8 block-2 8 and Apaf-1 inh -2.
Clc1ccc(COc2ccccn2)cc1Cl was read as SENP8 block-1 4, SENP6 inh 2, NALP3 yeast inh 6, SENP7 block 11, SENP1 FRET inh -1, HKDC1 inhibitor -4, PfG6PD inh 17, SENP8 block-2 18 and Apaf-1 inh -14.
Screening COc1ccc(NC(=O)CCCN2C(=O)C3CC=CCC3C2=O)cc1 (stereo not given) returned SENP8 block-1 10, SENP6 inh 5, NALP3 yeast inh 16, SENP7 block 0, SENP1 FRET inh 1, HKDC1 inhibitor -8, PfG6PD inh 0, SENP8 block-2 6 and Apaf-1 inh -3.
`CCN(CC)CCOC(=O)c1ccc(NC(=O)COc2cc(=O)n(CC)c3ccccc23)cc1` gave SENP8 block-1 -6, SENP6 inh -11, NALP3 yeast inh 18, SENP7 block -2, SENP1 FRET inh -2, HKDC1 inhibitor 16, PfG6PD inh 10, SENP8 block-2 7 and Apaf-1 inh -8.
CC(C)C(=O)N1CCN(c2ccc(NC(=O)c3ccc(Br)o3)cc2)CC1 was read as SENP8 block-1 -7, SENP6 inh -4, NALP3 yeast inh 8, SENP7 block 1, SENP1 FRET inh -1, HKDC1 inhibitor -2, PfG6PD inh 3, SENP8 block-2 10 and Apaf-1 inh 3.
Screening Cc1ccc(C)c(NC(=O)Cn2nnc(-c3ccc(N4CCOCC4)cc3)n2)c1 returned SENP8 block-1 -7, SENP6 inh -19, NALP3 yeast inh 10, SENP7 block -9, SENP1 FRET inh 0, HKDC1 inhibitor -12, PfG6PD inh -9, SENP8 block-2 -36 and Apaf-1 inh 0.
For O=C(CN1CCCCC1)NNC(=O)c1ccc([N+](=O)[O-])cc1 the results were SENP8 block-1 -6, SENP6 inh -11, NALP3 yeast inh 24, SENP7 block -6, SENP1 FRET inh 0, HKDC1 inhibitor -8, PfG6PD inh 19, SENP8 block-2 12 and Apaf-1 inh -1.
`COc1ccc(Cl)cc1-n1c(C)cc(C=O)c1C` gave SENP8 block-1 -3, SENP6 inh 7, NALP3 yeast inh 9, SENP7 block 0, SENP1 FRET inh -1, HKDC1 inhibitor -6, PfG6PD inh 28, SENP8 block-2 10 and Apaf-1 inh 9.
`Cc1n[nH]c(C)c1CCNCc1ccc(OCC(O)CN2CCCCC2)cc1` (stereo not given) gave SENP8 block-1 -10, SENP6 inh -24, NALP3 yeast inh 9, SENP7 block -4, SENP1 FRET inh 1, HKDC1 inhibitor -1, PfG6PD inh 10, SENP8 block-2 12 and Apaf-1 inh 8.
For CC(C)(C)N(Cc1ccccc1)C(=O)COC(=O)c1ccccc1SCC(=O)N1CCCC1 the results were SENP8 block-1 2, SENP6 inh -7, NALP3 yeast inh 20, SENP7 block -6, SENP1 FRET inh 1, HKDC1 inhibitor -2, PfG6PD inh -9, SENP8 block-2 -18 and Apaf-1 inh 18.
Screening Cc1c(NC(=O)CSCc2ccccc2)cccc1C(=O)O returned SENP8 block-1 2, SENP6 inh 10, NALP3 yeast inh 16, SENP7 block -1, SENP1 FRET inh -2, HKDC1 inhibitor -5, PfG6PD inh 4, SENP8 block-2 8 and Apaf-1 inh -1.
CC1CC(C)CN(C(=O)CNC(=O)c2ccc3ccccc3c2)C1 (stereo not given) was read as SENP8 block-1 0, SENP6 inh -5, NALP3 yeast inh 17, SENP7 block -4, SENP1 FRET inh 1, HKDC1 inhibitor -1, PfG6PD inh 14, SENP8 block-2 -10 and Apaf-1 inh 10.
Screening CCOc1cc(CNC(C)C)c(Cl)cc1OCC(=O)NCCc1ccccc1 returned SENP8 block-1 -1, SENP6 inh -19, NALP3 yeast inh -17, SENP7 block -2, SENP1 FRET inh 1, HKDC1 inhibitor -5, PfG6PD inh -2, SENP8 block-2 14 and Apaf-1 inh 11.
`CCCCCCCNC(=O)c1ccc(N2CCC3(CC2)OCCO3)c([N+](=O)[O-])c1` gave SENP8 block-1 -14, SENP6 inh -15, NALP3 yeast inh 30, SENP7 block -4, SENP1 FRET inh 3, HKDC1 inhibitor 6, PfG6PD inh 33, SENP8 block-2 19 and Apaf-1 inh 14.
`O=c1c(-c2ccc3c(c2)OCCO3)coc2cc(OC3OC(CO)C(O)C(O)C3O)ccc12` (stereo not given) gave SENP8 block-1 -2, SENP6 inh -3, NALP3 yeast inh 16, SENP7 block -4, SENP1 FRET inh 0, HKDC1 inhibitor 17, PfG6PD inh -8, SENP8 block-2 26 and Apaf-1 inh -17.
`Cc1cccc2cc(CN(Cc3cccnc3)C(=O)c3ccccc3F)c(Cl)nc12` gave SENP8 block-1 -1, SENP6 inh 0, NALP3 yeast inh 10, SENP7 block 5, SENP1 FRET inh -1, HKDC1 inhibitor -2, PfG6PD inh -11, SENP8 block-2 8 and Apaf-1 inh -14.
CC1=C(C)/C(=N\OC(=O)/C=C/c2ccccc2)C=CC1=O was read as SENP8 block-1 -6, SENP6 inh -19, NALP3 yeast inh 5, SENP7 block -9, SENP1 FRET inh 5, HKDC1 inhibitor 13, PfG6PD inh 30, SENP8 block-2 22 and Apaf-1 inh 0.

Fetched by compound from above (2):
Screening Cc1c(NC(=O)CSCc2ccccc2)cccc1C(=O)O returned SENP8 block-1 2, SENP6 inh 10, NALP3 yeast inh 16, SENP7 block -1, SENP1 FRET inh -2, HKDC1 inhibitor -5, PfG6PD inh 4, SENP8 block-2 8 and Apaf-1 inh -1.
Screening COc1ccc(-n2nnnc2-c2cccc(OC)c2)cc1 returned SENP8 block-1 -10, SENP6 inh 0, NALP3 yeast inh 14, SENP7 block -7, SENP1 FRET inh 1, HKDC1 inhibitor -5, PfG6PD inh 9, SENP8 block-2 8 and Apaf-1 inh -2.

Continuation.
`CCOc1ccc(N/C(=N/c2nc(C)cc(C)n2)NC(=O)CC)cc1` gave SENP8 block-1 -1, SENP6 inh -2, NALP3 yeast inh 28, SENP7 block -3, SENP1 FRET inh 2, HKDC1 inhibitor 6, PfG6PD inh 2, SENP8 block-2 8 and Apaf-1 inh -7.
`COc1c(O)cnn(-c2ccccc2)c1=O` gave SENP8 block-1 4, SENP6 inh -19, NALP3 yeast inh 8, SENP7 block 4, SENP1 FRET inh 1, HKDC1 inhibitor -1, PfG6PD inh 11, SENP8 block-2 -2 and Apaf-1 inh -9.
Screening COc1ccc(CCCc2nnc(SCc3nc4ccccc4c(=O)[nH]3)n2C)c(C)c1 returned SENP8 block-1 6, SENP6 inh -5, NALP3 yeast inh 9, SENP7 block -2, SENP1 FRET inh 1, HKDC1 inhibitor -6, PfG6PD inh -9, SENP8 block-2 23 and Apaf-1 inh -21.
`Cc1ccccc1C(=O)N1CCC(C(=O)NN2C(=O)NC3(CCCCC3)C2=O)CC1` gave SENP8 block-1 6, SENP6 inh -14, NALP3 yeast inh 6, SENP7 block 5, SENP1 FRET inh -1, HKDC1 inhibitor -5, PfG6PD inh -10, SENP8 block-2 17 and Apaf-1 inh -12.
`O=C(Nc1ccc2c(c1)C(=O)NC2=O)c1ccc(S(=O)(=O)N2CCCC2)cc1` gave SENP8 block-1 -4, SENP6 inh -18, NALP3 yeast inh 8, SENP7 block -14, SENP1 FRET inh -2, HKDC1 inhibitor -2, PfG6PD inh -15, SENP8 block-2 -388 and Apaf-1 inh 9.
`COc1cc(/C=N/NC(N)=O)ccc1OCC(=O)Nc1ccc(C)c(C)c1` gave SENP8 block-1 -6, SENP6 inh -13, NALP3 yeast inh -9, SENP7 block 3, SENP1 FRET inh 4, HKDC1 inhibitor -4, PfG6PD inh -19, SENP8 block-2 12 and Apaf-1 inh 3.
O=C1C(Cl)=C(N2CCCCCC2)C(=O)N1c1ccc(Cl)cc1 was read as SENP8 block-1 -12, SENP6 inh 10, NALP3 yeast inh 26, SENP7 block -2, SENP1 FRET inh 25, HKDC1 inhibitor -1, PfG6PD inh -10, SENP8 block-2 23 and Apaf-1 inh 19.
COCCOC(=O)c1c(NC(=O)CN2CCc3ccccc32)sc(C(N)=O)c1C was read as SENP8 block-1 0, SENP6 inh -13, NALP3 yeast inh 16, SENP7 block 0, SENP1 FRET inh -2, HKDC1 inhibitor -6, PfG6PD inh 11, SENP8 block-2 22 and Apaf-1 inh -4.
O=C(Oc1ccccc1Cl)c1ccc(N2CCOCC2)c([N+](=O)[O-])c1 was read as SENP8 block-1 -17, SENP6 inh 3, NALP3 yeast inh 7, SENP7 block -13, SENP1 FRET inh 1, HKDC1 inhibitor -7, PfG6PD inh 43, SENP8 block-2 26 and Apaf-1 inh 9.
`Cc1ccc(C(=O)NCC(=O)NCc2ccccc2F)s1` gave SENP8 block-1 -6, SENP6 inh -24, NALP3 yeast inh 11, SENP7 block 1, SENP1 FRET inh 3, HKDC1 inhibitor -1, PfG6PD inh 5, SENP8 block-2 2 and Apaf-1 inh -4.
C=CCOC(=O)C1=C(C)NC(=O)NC1c1ccc(N(C)C)cc1 (stereo not given) was read as SENP8 block-1 2, SENP6 inh 6, NALP3 yeast inh 3, SENP7 block -2, SENP1 FRET inh 4, HKDC1 inhibitor -3, PfG6PD inh -4, SENP8 block-2 4 and Apaf-1 inh 4.

Bioassay records (PubChem)
